Assay outcomes: PubChem BioAssay, several laboratories
SMARCA2 activ = activators of SMARCA2 function. actives 1% (n = 370,000). MG213 cells, MMTV-luciferase reporter, dexamethasone, overnight. activation, % at 9.1 µM; in the data active means activation above about 7.8%;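 further: 0% = vehicle wells and 100% = reference activator wells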
hcDAF-12 act = activates DAF-12 receptor from parasite H. contortus | HEK293 hcDAF-12 lit1-tk-luc reporter, luminescence; 0% DMSO, 100% Δ7-dafachronic acid | activation, % at 6.8 µM | actives 1.4% (n = 370,000) | AID 652067;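 active means activation above the mean of all tested compounds plus 3 SD, cut at about 5.5% in these data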;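 further: 100% = response to 3 µM Δ7-dafachronic acid high control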
ADAM10 inh = inhibits human ADAM10. inhibition, % at 7 µM. recombinant ADAM10, EDANS/DABCYL FRET peptide cleavage, 3 h. actives 0.62% (n = 370,000). AID 720582. O14672;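 active means inhibition above a per-campaign cutoff equal to the mean of compounds falling between control-based bounds plus 3 SD, cut at about 20% in these data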;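 further: 0% = DMSO wells while the 100% control is not disclosed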
GC-A act = GC-A (human) enzyme activation | actives 0.14% (n = 370,000) | P16066 | activation, % at 10 µM | HEK293 GC-A cells, cGMP TR-FRET, EC30 ANP; 0% at EC30 ANP, 100% saturating ANP; in the data active means activation above about 40%
Target sequence (P16066 whole entry, looked up): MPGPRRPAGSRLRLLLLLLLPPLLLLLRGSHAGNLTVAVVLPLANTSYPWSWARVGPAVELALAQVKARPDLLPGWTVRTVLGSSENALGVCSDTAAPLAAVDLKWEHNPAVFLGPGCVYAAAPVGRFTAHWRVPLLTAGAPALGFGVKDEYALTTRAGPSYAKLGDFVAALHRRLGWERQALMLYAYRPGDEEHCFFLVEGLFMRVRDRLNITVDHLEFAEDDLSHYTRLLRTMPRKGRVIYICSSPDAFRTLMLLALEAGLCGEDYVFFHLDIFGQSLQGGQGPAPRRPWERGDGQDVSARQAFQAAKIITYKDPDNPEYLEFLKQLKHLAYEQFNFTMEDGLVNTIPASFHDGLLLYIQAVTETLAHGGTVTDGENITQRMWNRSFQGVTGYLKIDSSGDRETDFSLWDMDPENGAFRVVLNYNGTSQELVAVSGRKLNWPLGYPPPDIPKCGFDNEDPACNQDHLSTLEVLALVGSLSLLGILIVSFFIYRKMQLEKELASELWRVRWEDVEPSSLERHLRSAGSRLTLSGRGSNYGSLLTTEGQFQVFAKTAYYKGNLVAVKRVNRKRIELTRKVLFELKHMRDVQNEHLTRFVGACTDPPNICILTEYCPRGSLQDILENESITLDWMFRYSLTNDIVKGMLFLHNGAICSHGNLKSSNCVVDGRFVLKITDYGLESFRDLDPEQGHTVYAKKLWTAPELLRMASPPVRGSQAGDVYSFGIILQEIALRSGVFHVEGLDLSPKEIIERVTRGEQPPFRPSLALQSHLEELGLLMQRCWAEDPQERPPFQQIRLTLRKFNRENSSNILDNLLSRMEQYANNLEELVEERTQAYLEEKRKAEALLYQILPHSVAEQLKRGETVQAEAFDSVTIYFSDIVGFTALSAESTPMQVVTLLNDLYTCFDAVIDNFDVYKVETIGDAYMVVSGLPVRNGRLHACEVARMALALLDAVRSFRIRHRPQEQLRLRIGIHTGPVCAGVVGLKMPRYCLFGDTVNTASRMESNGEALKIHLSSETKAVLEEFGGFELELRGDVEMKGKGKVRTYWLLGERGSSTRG
GAA850 FXN act = frataxin GAA850 promoter activation; HEK293 lucGAA850 FXN promoter luciferase reporter, 24 h; percent of 10 µM SAHA response; activation, % at 6 µM; actives 0.56% (n = 360,000); AID 540364;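 active means activation above the average of all compounds screened plus 3 SD, cutoff fixed separately per campaign, cut at about 7.5% in these data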;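 further: 0% = DMSO wells and 100% = 10 µM SAHA wells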
PG9 binder = small molecules binding HIV-1 gp120 antibody PG9 | TR-FRET gp120-PG9 antibody binding | inhibition, % at 6.7 µM | actives 0.43% (n = 360,000) | AID 624416; in the data active means inhibition above about 8.5%
ADAM17 inh = inhibits human ADAM17; recombinant ADAM17, EDANS/DABCYL FRET peptide cleavage; inhibition, % at 6.95 µM; actives 0.83% (n = 370,000);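 active means inhibition above the mean of compounds lying between control limits plus 3 SD, set per campaign, cut at about 8.5% in these data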;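 further: 0% = DMSO-only wells as the low control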
hgDAF12 agonist = agonists of H. glycines DAF-12 nuclear receptor. HEK293 GAL4-hgDAF12 UAS-luciferase reporter, agonist luminescence; normalized to butyrate control. activation, % at 6.8 µM. actives 1.8% (n = 370,000). AID 687014;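 active means activation above a cutoff set at the mean of all screened compounds plus 3 SD, cut at about 10% in these data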;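 further: 0% = DMSO wells and 100% = sodium butyrate wells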
ssDAF-12 act = activates DAF-12 receptor from parasite S. stercoralis; HEK293 ssDAF-12/GRIP1 lit1-tk-luc reporter, luminescence; % of 3 µM dafachronic acid response; activation, % at 6.8 µM; actives 1% (n = 370,000);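 active means activation above the mean over all tested compounds plus 3 SD, cut at about 0.9% in these data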;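 further: 0% = DMSO-only wells and 100% = 3 µM delta7-dafachronic acid wells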
DAX1 inh-1 = inhibitors of DAX1 repression of SF-1 activated StAR promoter. actives 1.1% (n = 370,000). AID 652010. inhibition, % at 6.8 µM. HEK293T StAR-luciferase reporter, SF-1/DAX-1 repression relief;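 active means inhibition above the mean over all tested compounds plus 3 SD, cut at about 3.6% in these data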;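 further: 0% = DAX-1 cells with DMSO and 100% = cells lacking DAX-1 with DMSO; higher inhibition means more luminescence from relief of DAX-1 repression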
DAX1 inh-2 = inhibitors of human orphan nuclear receptor DAX1 (NR0B1); inhibition, % at 6.75 µM; actives 0.99% (n = 340,000); AID 504766; HEK293 Gal4-DAX1 luciferase reporter, luminescence;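 active means inhibition above the mean over all tested compounds plus 3 SD, cut at about 4.2% in these data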;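 further: 0% = DAX1-transfected cells with DMSO and 100% = empty-vector control cells with DMSO; inhibition shows as a rise in luminescence from relieved DAX1 repression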
The depositor's hits bear a star; x = not tested or not shown.

#1 O=C(CSc1nc2ccccc2n1CCc1ccccc1)NC1CC1
#2 O=C(NN1C(=O)c2ccccc2NC1c1ccc([N+](=O)[O-])o1)c1ccccc1 (stereo not given)
#3 CC(=O)Nc1sc2c(c1-c1nc3ccccc3s1)CNC2
#4 C[C@H](CO)N1C[C@H](C)[C@@H](CN(C)S(=O)(=O)c2ccccc2)Oc2ccc(NC(=O)CCN3CCOCC3)cc2C1=O
#5 Cc1ccc(S(=O)(=O)N2CCCC2C(=O)N2CCc3ccccc3C2)cc1 (stereo not given)
#6 COc1ccc(NC2CCCN(C(=O)CCN3Cc4ccccc4C3=O)C2)cc1 (stereo not given)
#7 Cc1ccccc1C(=O)OC1OC(=O)C(Cl)=C1Nc1ccc(C(=O)O)cc1 (stereo not given)
#8 Cc1cc(C)n2nc(SCC(=O)NC(=O)c3ccccc3)nc2n1
screen / no.	1	2	3	4	5	6	7	8
SMARCA2 activ	-3	-1	x	1	6	3	-5	-3
hcDAF-12 act	0.0	-0.3	16*	1.6	0.2	0.0	-1.2	1.2
ADAM10 inh	2	6	-98	-3	4	1	-7	-21
GC-A act	-4	-1	-17	2	-2	-4	1	-2
GAA850 FXN act	2.1	0.9	x	1.8	x	-0.4	1.3	1.1
PG9 binder	-1.8	-2.8	x	-2.8	x	-1.9	0.5	-0.5
ADAM17 inh	1	3	-31	-2	2	5	0	-2
hgDAF12 agonist	-2.0	1.5	1.7	-1.8	-2.7	3.5	-2.0	0.5
ssDAF-12 act	-2.1	-0.6	1.6*	-1.1	-1.5	-0.8	-1.4	-0.2
DAX1 inh-1	0.0	0.7	x	0.5	0.3	-0.2	0.4	-4.3
DAX1 inh-2	0.9	-1.6	x	0.6	x	0.2	0.7	0.6

Continued, overlapping the part above by two compounds.
#7 Cc1ccccc1C(=O)OC1OC(=O)C(Cl)=C1Nc1ccc(C(=O)O)cc1 (stereo not given)
#8 Cc1cc(C)n2nc(SCC(=O)NC(=O)c3ccccc3)nc2n1
#9 O=C(c1ccco1)N(CCCN1CCOCC1)c1nc(-c2ccc(Cl)cc2)cs1
#10 COC(=O)c1ccnc(SCC(=O)c2ccccc2)c1
#11 C=CCSc1nc(N)c(C#N)c(-c2ccccc2)c1C#N
#12 COc1ccc(-c2nnn(Cc3nc(N)nc(N4CCCCC4)n3)n2)cc1
#13 Cc1ccc(NC(=O)CN(c2ccc3c(c2)OCO3)S(=O)(=O)c2c(C)n[nH]c2C)cc1
#14 O=C(C1=C[C@H](c2ccc(Br)cc2)C[C@H](OCc2ccc(CO)cc2)O1)N1CCN(Cc2ccc3c(c2)OCO3)CC1
#15 C#CCN(C(=O)c1cc(COc2ccc(C)c(C)c2)on1)C1CCCCC1
#16 O=C(CN1CCOCC1)Nc1cccc(S(=O)(=O)N2CCCCCC2)c1
screen / no.	7	8	9	10	11	12	13	14	15	16
SMARCA2 activ	-5	-3	-2	4	-4	-1	-1	-1	-3	4
hcDAF-12 act	-1.2	1.2	-2.4	2.8	-1.9	-2.9	-2.1	-2.3	-1.0	-1.1
ADAM10 inh	-7	-21	-19	3	-17	13	-8	15	9	8
GC-A act	1	-2	6	3	3	1	-5	-9	1	-6
GAA850 FXN act	1.3	1.1	1.0	4.7	11*	1.5	-1.5	1.7	0.6	1.5
PG9 binder	0.5	-0.5	-2.8	-1.4	3.9	1.9	-2.3	-0.8	-2.3	2.4
ADAM17 inh	0	-2	-11	0	-4	6	0	4	2	1
hgDAF12 agonist	-2.0	0.5	-1.7	18*	-6.2	-3.3	1.3	-1.7	-3.1	-1.3
ssDAF-12 act	-1.4	-0.2	-1.9	0.9	-2.1	-1.5	-0.7	-1.4	-1.3	-1.6
DAX1 inh-1	0.4	-4.3	-0.9	2.5	0.2	-1.6	0.3	-0.9	0.1	0.1
DAX1 inh-2	0.7	0.6	-1.9	1.6	0.7	0.2	1.1	-1.4	-0.1	-0.4

#17 COc1ccccc1N1CCN(C(=O)C(=O)c2c(C)n(C)c3ccccc23)CC1
#18 FC(F)Oc1ccc(NC(=S)NC2CCSc3ccccc32)cc1 (stereo not given)
#19 Cn1c(=O)c2[nH]c(Nc3ccccc3)nc2n(C)c1=O
#20 CCc1nc(SCC(=O)N2c3ccccc3Sc3ccccc32)c2ccccc2n1
#21 COc1ccc(-c2ccc([C@H]3[C@H]4C=CC[C@@H](C)[C@@H]4C(=O)N3Cc3ccccc3)c(F)c2)cc1OC
#22 O=C(O)Cc1ccc2c(c1)N(S(=O)(=O)c1cccs1)CC(C(=O)O)O2 (stereo not given)
#23 O=C(N=C1SC2CS(=O)(=O)CC2N1c1cc(Cl)ccc1Cl)C1CCCO1 (stereo not given)
#24 COc1ccc(C(=O)N2CCCC(CCC(=O)NCc3ccc(F)c(F)c3)C2)cc1F (stereo not given)
screen / no.	17	18	19	20	21	22	23	24
SMARCA2 activ	1	-2	6	-2	0	-1	-1	-2
hcDAF-12 act	-0.2	-0.6	2.0	-1.2	0.1	-0.5	-0.8	-1.8
ADAM10 inh	-5	12	5	0	-5	-2	0	-6
GC-A act	-3	2	-1	-5	-8	3	1	0
GAA850 FXN act	0.1	-1.3	-3.5	0.8	-1.4	1.0	1.6	-0.6
PG9 binder	0.4	-4.3	-4.2	2.1	-2.0	-2.6	-1.0	-1.4
ADAM17 inh	1	5	0	-3	0	-3	-3	-4
hgDAF12 agonist	-3.1	-0.5	2.1	-3.9	-2.3	1.1	-1.1	1.7
ssDAF-12 act	-1.2	-1.0	-0.7	-1.3	-1.2	-0.7	-0.4	-2.0
DAX1 inh-1	-0.5	-1.5	-0.3	-0.1	-0.4	-0.9	0.0	1.0
DAX1 inh-2	0.2	0.3	-0.3	0.0	2.4	1.1	0.4	-0.2

#25 Cc1cc(NC(=O)CSCC(=O)N(C)Cc2c(F)cccc2Cl)no1
#26 CCN(CC)S(=O)(=O)c1cccc(NC(=O)COC(=O)C2=COCCO2)c1
#27 O=C1/C(=C/c2cccs2)SC(=S)N1C1CCS(=O)(=O)C1 (stereo not given)
#28 NC(=O)CN1N=C(c2cc(Cl)sc2Cl)CSC1=O
#29 O=C(Cc1ccccc1)Nc1nc2ccccc2s1
#30 CCn1c2ccccc2c2nnc(SCC(=O)Nc3c(C)n(C)n(-c4ccccc4)c3=O)nc21
#31 O=C(CSC1CN(C(c2ccccc2)c2ccccc2)C1)N/N=C/c1ccc(Cl)cc1Cl
#32 O=C(O)CCc1ccc(S(=O)(=O)Nc2ccc(OCc3ccccc3)cc2)cc1
screen / no.	25	26	27	28	29	30	31	32
SMARCA2 activ	-1	-3	-1	0	6	8	-3	-2
hcDAF-12 act	-1.4	-0.7	-1.3	0.8	1.1	-1.1	-0.3	-0.2
ADAM10 inh	-9	-1	0	10	4	2	5	-3
GC-A act	-1	2	-4	1	9	-3	-3	1
GAA850 FXN act	1.1	-0.1	x	0.7	3.4	-1.1	2.1	-0.4
PG9 binder	-2.3	0.1	-2.1	-0.4	0.1	0.3	-1.9	-1.9
ADAM17 inh	-1	0	0	1	3	1	-4	3
hgDAF12 agonist	0.6	-0.2	1.9	-3.1	5.8	-0.8	0.1	3.2
ssDAF-12 act	-1.2	-1.1	-1.8	-1.0	-0.5	-1.2	-1.1	-0.5
DAX1 inh-1	-1.1	0.7	-0.4	-0.2	0.5	0.3	-0.3	0.2
DAX1 inh-2	-1.2	0.6	x	0.2	0.6	0.0	1.0	-1.5

#33 Cc1c(/C=N/NC(=O)CNc2ccccc2)c2ccccn2c1C(=O)c1ccccc1
#34 CCN1CCN(C(=O)CNC(=O)c2nn(-c3ccc(OC)cc3)c(=O)c3ccccc23)CC1
#35 CN(CC1CCCN(CCc2ccc(Cl)cc2)C1)C(=O)c1ccoc1 (stereo not given)
#36 COc1ccc(-c2noc(CSc3ccccc3)n2)cc1OC
#37 COc1cc(C=CC(=O)OCC=Cc2ccc3c(c2)OCO3)cc(OC)c1OC
#38 CN(C)CCCNC(=O)C[C@H]1C[C@H](C(=O)N2CCCCC2)[C@@]2(CCc3ccccc3)c3[nH]c4cc(CCC(=O)N(C)C)ccc4c3CCN2C1=O
#39 COc1ccc(NC(=O)C[C@H]2C(=O)N(Cc3ccccc3)C[C@@H]2c2ccc(OC)cc2)cc1
#40 CCC(C)NCC(=O)Nc1ccc(-c2nc3cc(NC(=O)CNC(C)CC)ccc3o2)cc1 (stereo not given)
screen / no.	33	34	35	36	37	38	39	40
SMARCA2 activ	-3	0	-1	2	-4	3	-2	1
hcDAF-12 act	-2.4	-0.2	0.7	1.3	-1.8	-1.1	2.1	0.7
ADAM10 inh	9	-2	-4	0	-13	-6	-14	-420
GC-A act	-2	4	-2	5	-2	1	3	1
GAA850 FXN act	-2.8	2.2	0.1	3.7	-0.9	-0.6	-1.7	1.0
PG9 binder	1.0	-2.2	0.3	-0.7	-2.4	-0.4	-2.0	-1.1
ADAM17 inh	4	1	-3	3	1	-3	-2	-118
hgDAF12 agonist	0.7	1.3	1.7	7.2	-2.4	-2.4	-0.8	4.1
ssDAF-12 act	-2.0	-0.3	-1.4	0.3	-1.3	-0.8	-0.5	-1.2
DAX1 inh-1	-1.3	0.4	0.1	1.2	-0.1	-1.4	-0.1	-1.3
DAX1 inh-2	0.5	-0.3	1.2	0.5	-1.5	0.5	1.1	-0.4

#41 CCn1c(/C=C/c2c[nH]c3ccccc23)nc2ccccc2c1=O
#42 O=C1CC(SC(=Nc2ccccc2)Nc2ccccc2)C(=O)N1c1cccc2ccccc12 (stereo not given)
#43 COc1ccc(C(=O)C2CCCN(Cc3ccc4nonc4c3)C2)c(C)c1 (stereo not given)
#44 Cc1cc(C)c2c(c1)c(C)cc1nnc(SCC(=O)NCc3ccco3)n12
#45 Cc1cccn2c(=O)nc(SCC(=O)NC3CCCC3)nc12
#46 Cc1ccc(S(=O)(=O)NCC2(c3ccccc3)CCOCC2)cc1
#47 CCCCSC1=C(C#N)C(c2ccccc2C)C(C(=O)OCC)C(=O)N1 (stereo not given)
#48 CCOC(=O)CNC(=O)CSc1nnc(-c2ccco2)n1Cc1ccco1
#49 CC1CC(C)CN(Cc2nc3c(c(=O)n(C)c(=O)n3C)n2CCN2CCOCC2)C1 (stereo not given)
#50 CCOC(=O)c1c(NC(=O)CN2C(=O)N(C)C3(CCCCC3)C2=O)sc(C(=O)N(C)C)c1C
screen / no.	41	42	43	44	45	46	47	48	49	50
SMARCA2 activ	6	-1	-2	5	2	-5	-1	-2	0	6
hcDAF-12 act	8.6*	0.9	-1.0	-2.9	0.4	-0.3	-0.4	-1.2	-0.8	-2.8
ADAM10 inh	-7	1	3	-27	-12	-12	3	-2	0	1
GC-A act	-6	-5	-3	-5	1	-1	-6	-4	-1	3
GAA850 FXN act	5.2	-7.6	1.9	0.7	-1.8	-0.3	-2.6	-2.8	-2.2	1.3
PG9 binder	-0.7	0.4	-0.2	-0.1	0.8	2.2	-2.7	-3.3	-0.2	-2.2
ADAM17 inh	-1	-5	-3	-8	-5	-5	1	-2	0	2
hgDAF12 agonist	12*	-0.2	-1.7	-0.1	1.2	-0.4	-2.5	0.1	1.1	-3.1
ssDAF-12 act	1.4*	-0.9	-1.5	-1.6	-1.3	-1.3	-2.1	-1.3	-0.9	-1.9
DAX1 inh-1	3.2	0.1	-0.5	-0.8	0.0	-0.6	-0.1	0.0	-0.1	-0.9
DAX1 inh-2	5.2*	0.1	-0.3	-0.3	-0.1	-0.2	-2.5	1.9	0.1	1.4
